MITF TRPM1 HTS = activators of MITF-driven TRPM1 promoter activity in SK-MEL-5 cells; SK-MEL-5 TRPM1-promoter luciferase, 24 h; % of positive control, neutral wells = 0; activation, % at 12.5 µM; actives 0.75% (n = 300,000); AID 588334;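 active = mean activation of at least 80% with every replicate also reaching 80%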;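 note: 0% = neutral control wells and 100% = parthenolide positive control wells; values of inactives mirror those of a sister screen read the other way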
CDK5 p35 inh = inhibitors of human CDK5/p35 kinase. inhibition, % at 10 µM. actives 0.01% (n = 330,000). Recombinant CDK5/p35, ADP-Glo luminescence, 60 min. Q00535+Q15078;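 active = highest replicate inhibition of at least 50% and at least 75% of replicates reaching 50%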;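 note: plate controls were DMSO neutral control for no effect and GW8510 at 10 µM for full effect; many of its hits are not listed in these tables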
Target sequence (Q00535 whole entry, looked up): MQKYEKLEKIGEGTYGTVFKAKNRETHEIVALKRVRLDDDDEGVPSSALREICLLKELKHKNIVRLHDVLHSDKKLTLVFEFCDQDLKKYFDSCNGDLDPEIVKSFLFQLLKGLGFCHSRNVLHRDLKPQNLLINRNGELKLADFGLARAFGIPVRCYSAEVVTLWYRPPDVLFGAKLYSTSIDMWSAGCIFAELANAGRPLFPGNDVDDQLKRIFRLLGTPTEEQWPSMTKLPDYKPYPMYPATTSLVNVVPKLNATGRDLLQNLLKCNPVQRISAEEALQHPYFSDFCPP
Target sequence (Q15078 whole entry, looked up): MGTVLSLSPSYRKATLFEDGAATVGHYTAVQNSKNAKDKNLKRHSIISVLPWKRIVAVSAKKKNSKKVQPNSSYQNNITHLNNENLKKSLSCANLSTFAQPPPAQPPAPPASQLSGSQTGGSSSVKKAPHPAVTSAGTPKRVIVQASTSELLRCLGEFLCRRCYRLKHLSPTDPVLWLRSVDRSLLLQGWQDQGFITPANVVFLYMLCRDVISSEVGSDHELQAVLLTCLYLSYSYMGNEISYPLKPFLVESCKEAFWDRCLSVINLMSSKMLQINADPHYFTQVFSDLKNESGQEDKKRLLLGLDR
Wnt act = activates Wnt/beta-catenin signaling in a reporter cell assay; activator, plate reader; activation, % at 9.35 µM; actives 1.2% (n = 300,000); in the data active = activation above about 30%, passing the limit was not always enough;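 note: 0% = neutral control wells and 100% = positive control wells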
SR-BI HDL uptake = inhibitors of mouse SR-BI mediated HDL lipid uptake. Q61009. ldlA[mSR-BI] CHO cells, DiI-HDL uptake fluorescence, 3 h. inhibition, % at 12.5 µM. actives 0.96% (n = 320,000);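 active = mean replicate inhibition of at least 70% and a set share of replicates each scoring 70 or more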;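 note: 0% = median of neutral control wells and 100% = median of positive control wells; values of inactives mirror those of a sister screen read the other way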
SR-BI DiI-HDL act = enhances SR-BI lipid uptake from DiI-HDL; actives 0.096% (n = 320,000); CHO ldlA[mSR-BI] cells, DiI-HDL uptake fluorescence, 3 h; 100 = double the neutral-control signal; AID 504775; activation, % at 12.5 µM;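 active = mean replicate activation of at least 60% and every replicate at or above 60%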;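 note: 0% = median plate neutral-control signal and 100% = twice that signal; values of inactives mirror those of a sister screen read the other way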
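Assay system: LDL receptor-deficient CHO ldlA cells overexpressing murine SR-BI / Medium: BSA-supplemented, HEPES-buffered Ham's F12, pH 7.4 / Probe or stimulus: DiI-labelled HDL at 10 µg/mL final / Timing: compound with DiI-HDL co-incubation, 3 h at 37 °C / Technique: bottom-read cell fluorescence after medium removal, ex 550/em 595 nm / Measure: HDL uptake via cellular fluorescence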
Rtt109 HAT inh = blocks Candida albicans Rtt109/Vps75 acetyltransferase activity; Q5AAJ8; purified Rtt109/Vps75, ThioGlo CoA-SH fluorescence, 4 h; inhibition, % at 34.9 µM; actives 0.16% (n = 330,000);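 active = inhibition of at least 50% in every replicate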
PvdQ acylase = P. aeruginosa PvdQ acylase inhibition; purified PvdQ acylase, fluorescence plate reader; inhibition, % at 10 µM; actives 0.063% (n = 340,000); AID 488965; in the data active = inhibition above about 30%, passing the limit was not always enough;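 note: 0% = vehicle neutral wells and 100% = reference inhibitor wells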
dFosB activator = enhances mouse delta FosB homodimer DNA binding; P13346; purified delta FosB, TAMRA-CDK5 oligo fluorescence polarization; percent of positive-control signal above neutral wells; activation, % at 25 µM; actives 0.99% (n = 340,000);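 active = mean activation above about 17%, with every replicate also reaching it, limit read from the data, passing the limit was not always enough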;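 note: fluorescence polarization rise as delta FosB binds a TAMRA Cdk5 AP-1 oligo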
Target sequence (P13346 whole entry, looked up): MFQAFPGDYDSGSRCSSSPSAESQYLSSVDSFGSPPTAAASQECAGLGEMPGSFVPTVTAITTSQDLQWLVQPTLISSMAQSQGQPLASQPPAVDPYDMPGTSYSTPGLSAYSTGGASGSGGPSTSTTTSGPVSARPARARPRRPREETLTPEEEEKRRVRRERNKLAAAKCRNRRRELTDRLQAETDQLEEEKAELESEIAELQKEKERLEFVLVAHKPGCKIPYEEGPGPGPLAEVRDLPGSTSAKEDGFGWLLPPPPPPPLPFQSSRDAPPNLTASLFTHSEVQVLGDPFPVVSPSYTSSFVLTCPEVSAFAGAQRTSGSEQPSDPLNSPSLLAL
RTF Ca sens act = cardiac RTF calcium sensitization; IANBD-labeled TnC RTF fluorescence at EC20 calcium; 0% EC20 calcium, 100% full calcium; activation, % at 7.2 µM; actives 0.24% (n = 340,000); AID 493008;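 active = activation above the mean over all tested compounds plus 3 SD, cut at about 30% in these data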;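 note: rise in fluorescence read as greater calcium sensitivity of cardiac thin filaments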
HTR5A ag = activates human HTR5A in OPRM1-OPRD1 agonist counter-screen. actives 0.61% (n = 340,000). HTR5A agonist assay, luminescence, cell-based. P47898. activation, % at 9.3 µM; in the data active = activation mostly above about 9.5%, no sharp cut-off; inactive = mostly below about 7.6%;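 note: 0% = cells with vehicle only and 100% = reference agonist; strong numbers were not always called active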
The depositor's hits bear a star; nt = not tested or not shown.

SMILES	MITF TRPM1 HTS	CDK5 p35 inh	Wnt act	SR-BI HDL uptake	SR-BI DiI-HDL act	Rtt109 HAT inh	PvdQ acylase	dFosB activator	RTF Ca sens act	HTR5A ag
COc1ccc(OC)c(CNC(=O)C2CCN(S(=O)(=O)N3CCC(C)CC3)CC2)c1	-6	nt	-2	13	-13	1	-15	-3	-3	5
O=C(NNS(=O)(=O)c1ccccc1)c1cccc(F)c1	nt	-1.0	0	-4	4	8	-17	1	0	-6
O=C1CN(C(=O)COC(=O)Cc2ccccc2F)c2ccccc2N1	-4	1.0	-2	-6	6	-5	12	3	0	-1
CCn1c(=O)c(C(C)=O)nc2ccccc21	4	0.0	nt	1	-1	3	-3	3	-3	-2
CCN1C(=O)[C@H]2[C@H]3CN=C(SCC4CC4)N3[C@@](CC)(C(=O)OC)[C@H]2C1=O	-7	14	-3	16	-16	0	9	-7	-6	0
Oc1cc(-c2ccccc2)c2ccccc2c1	-8	0.0	-1	-15	15	-3	-16	-1	-8	5
O=C(N/N=C1/CCS(=O)(=O)c2ccc(F)cc21)c1ccccn1	7	-1.0	1	-12	12	1	1	-8	-3	3
COc1ccc(N=C2SCC(c3ccc([N+](=O)[O-])cc3)=NN2CCO)cc1	nt	-0.8	0	5	-5	14	-14	1	18	0
CS(=O)(=O)N(Cc1ccccc1)c1ccc(C(=O)NN=C2CCCCCC2)cc1	7	2.4	-7	-20	20	-6	-7	-8	-5	5
O=C(CSc1nc2ccccc2o1)NC(=O)NCc1ccccc1	-15	0.8	2	-3	3	-2	-25	1	0	3
COC(=O)c1ccc(OCC(O)CN2CCN(CC(O)COc3ccc(C(=O)OC)cc3)CC2)cc1 (stereo not drawn)	-7	-0.6	0	-16	16	nt	-11	-6	1	-4
O=C(CCCN1C(=O)c2ccccc2C1=O)Oc1ccc(F)cc1	4	1.3	nt	-5	5	-4	-11	-6	2	-4
S=c1[nH]nc2sc3ccccc3n12	-13	6.4	-2	6	-6	-5	-6	1	-2	-1
O=C(NC1CCCCCC1)c1ccc(Cl)c(S(=O)(=O)N2CCOCC2)c1	11	1.9	1	nt	nt	-10	-10	-4	-1	-3
COc1cc(NC(=O)C23CC4CC(C2)CC(n2nnc(C)n2)(C4)C3)c(OC)cc1Cl	0	0.8	-6	-17	17	-16	-15	-2	10	0
CCNc1nc2ccccc2[nH]1	13	-0.2	-4	-7	7	4	-7	-4	-5	0
Cc1ccn(CC(C)C(=O)O)n1 (stereo not drawn)	10	-0.8	1	-5	5	7	-8	2	5	4
O=C(O)CSc1c2ccccc2cc2ccccc12	nt	2.0	6	-13	13	-2	5	0	-2	5
CCOC(=O)c1c2ccc(OCC(=O)N/N=C/c3ccc(C)cc3)cc2n2ccccc12	-8	2.3	nt	20	-20	-6	-4	1	4	-2
Cc1ccccc1N=C1NC(=O)/C(=C/c2cccn2C)S1	5	0.9	0	-1	1	-1	-5	-4	-2	2
Cc1cc(C(=O)Nc2ccon2)c(C)o1	17	-0.1	-1	1	-1	6	-5	-2	-3	-2
CN1C(=O)NC(NC(=O)C2CCCCC2)(C(F)(F)F)C1=O (stereo not drawn)	-13	1.0	nt	-10	10	14	2	-5	-3	3
O=c1oc2cc(Oc3ccc(C(F)(F)F)cc3[N+](=O)[O-])ccc2c2c1CCCC2	-3	-0.4	nt	-8	8	-6	-11	0	-1	-8
Clc1ccc(Cn2nnc(-c3ccccc3)n2)cc1	72	-0.4	-2	2	-2	-6	-20	-8	2	0
CC(=O)Nc1ccc(C(=O)Nc2nc(-c3ccccn3)cs2)cc1	11	2.1	0	47	-47	-7	6	-12	9	-3
CCn1cc(/C=C(\NC(=O)c2ccccc2F)C(=O)NCCCN2CCOCC2)c2ccccc21	0	nt	-4	-11	11	4	-11	-7	0	-1
COc1ccc(N2C(=O)C(CC(=O)Nc3ccc(F)cc3)N(CCc3cccs3)C2=O)cc1 (stereo not drawn)	9	0.4	-2	-40	40	-4	-5	-1	-5	-2
COc1cc2c(C(=O)O)c(C)n(C)c2c2ccccc12	-8	-0.7	1	21	-21	0	-14	-3	-3	2
CC(=O)Nc1ccc(-c2nnc(SCc3ccccc3C#N)n2C)cc1	nt	-0.1	nt	-4	4	-5	-2	-4	-2	3
CC(C)[C@H](NC(=O)[C@@H]1CSC2c3ccccc3C(=O)N21)C(=O)NCc1ccco1 (stereo partly drawn)	-11	1.7	1	-12	12	-5	-7	-2	3	-1

Some of the entries so far, as a markdown table.
| Compound | MITF TRPM1 HTS | CDK5 p35 inh | Wnt act | SR-BI HDL uptake | SR-BI DiI-HDL act | Rtt109 HAT inh | PvdQ acylase | dFosB activator | RTF Ca sens act | HTR5A ag |
| --- | --- | --- | --- | --- | --- | --- | --- | --- | --- | --- |
| CCn1cc(/C=C(\NC(=O)c2ccccc2F)C(=O)NCCCN2CCOCC2)c2ccccc21 | 0 | nt | -4 | -11 | 11 | 4 | -11 | -7 | 0 | -1 |
| COc1ccc(N2C(=O)C(CC(=O)Nc3ccc(F)cc3)N(CCc3cccs3)C2=O)cc1 (stereo not drawn) | 9 | 0.4 | -2 | -40 | 40 | -4 | -5 | -1 | -5 | -2 |
| COc1cc2c(C(=O)O)c(C)n(C)c2c2ccccc12 | -8 | -0.7 | 1 | 21 | -21 | 0 | -14 | -3 | -3 | 2 |

Carrying on:
SMILES	MITF TRPM1 HTS	CDK5 p35 inh	Wnt act	SR-BI HDL uptake	SR-BI DiI-HDL act	Rtt109 HAT inh	PvdQ acylase	dFosB activator	RTF Ca sens act	HTR5A ag
Cc1cccc(N(C(=O)c2ccco2)C(C(=O)NC2CCCC2)c2cccnc2)c1C (stereo not drawn)	2	-4.9	-1	-7	7	6	-11	-10	-1	0
COc1cc(/C=C(\C#N)C(=O)NCc2cccs2)ccc1O	6	3.3	1	-11	11	10	-15	-5	8	2
CCSc1nnc2c3cc(CC)ccc3n(C)c2n1	13	1.3	nt	-3	3	7	8	-11	-2	9
COc1ccc(S(=O)(=O)N2Cc3ccccc3CC2C(=O)Nc2ccc(O)cc2)cc1OC (stereo not drawn)	4	0.9	-1	-3	3	-6	-2	-12	-1	-4
CNc1c(NS(=O)(=O)c2ccc(Cl)s2)c(=O)oc2ccccc12	2	-0.8	0	nt	nt	-7	-1	4	-2	5
C/C=C(\C)CN1CCC(n2nccc2NC(=O)CCCc2ccccc2)CC1	6	0.8	0	-6	6	1	-8	-6	-1	12*
COc1cccc(NC(=O)c2oc3ccccc3c2NC(=O)c2ccc3c(c2)OCO3)c1	15	-0.5	nt	45	-45	-13	10	-9	-5	-1
COc1ccc(CCNC(=S)NC(=O)c2ccccc2)cc1C	-7	-1.5	0	nt	nt	1	-15	-5	3	4
C=CCOC(=O)/C(=C\c1ccccc1)NC(=O)c1ccco1	20	-1.8	0	6	-6	0	-5	-1	-6	5
O=C(Nc1ccccc1Cl)C1(c2ccccc2)CC1(Cl)Cl (stereo not drawn)	1	-1.5	0	-12	12	-18	-11	-8	4	1
O=[N+]([O-])c1cc([N+](=O)[O-])c2cc(-c3cccnc3)[nH]c2c1	-14	1.6	-1	12	-12	-20	-6	3	-2	4
O=C(Cn1c(=S)[nH]c2ccccc2c1=O)N1CCN(c2ccc(F)cc2)CC1	3	-0.1	-1	2	-2	-6	-12	0	-6	2
Cc1cc(NC(=O)CSc2n[nH]c(-c3cccs3)n2)no1	-10	0.0	nt	-6	6	1	-13	-8	6	1
COc1c(C)cc(Br)cc1C(=O)Nc1ccccc1C	7	1.4	0	44	-44	-3	0	-2	-3	0
CCNC(=S)NNC(=O)CCn1cc(C)cn1	0	-3.7	nt	9	-9	-9	2	-5	16	6
Cn1c(N)c(C(=O)COC(=O)CCC(=O)c2cccs2)c(=O)n(C)c1=O	nt	-1.0	-2	-3	3	-1	-7	-3	5	-7
OC(CN1CCCCC1)c1ccc(Br)cc1 (stereo not drawn)	4	-1.9	-7	-4	4	-1	8	-3	-6	3
OCCN(CCO)CC(O)COc1ccc(C23CC4CC(CC(C4)C2)C3)cc1 (stereo not drawn)	-50	-0.5	-18	-5	5	2	-12	10	-2	2
CCCCCCc1ccc(OCC(=O)O)cc1OCC(=O)O	nt	-0.3	-1	-6	6	3	-3	-3	-3	4
O=C(CCN1C(=O)COc2ccccc21)NCCN1CCc2ccccc2C1	-8	-1.2	2	20	-20	-1	1	-13	2	-1
COc1ccc(NC(=O)c2cnn3c(C(F)(F)F)cc(-c4ccco4)nc23)cc1OC	22	1.3	nt	42	-42	3	12	0	-2	1
COc1cc(-c2nnc(NC(=O)CS(=O)(=O)c3ccc(C)cc3)o2)cc(OC)c1OC	3	1.3	-4	nt	nt	3	-7	-9	0	1
Cc1nonc1OCCn1nnnc1N	-2	-2.7	-2	-9	9	4	-7	-2	3	3
Cc1ccc(S(=O)(=O)N2CCOCC2)cc1C(=O)OC(C)C(=O)NC1CCCC1 (stereo not drawn)	-3	-0.7	0	5	-5	-22	-8	2	4	4
COc1ccc(N=C(NN)c2ccc3ccccc3n2)cc1	-42	-1.7	-30	14	-14	6	-13	-17	4	-4
CCOc1ccc(N2C(=O)C3C(c4ccc(OC)cc4OC)NC(CCSC)(C(=O)OC)C3C2=O)cc1 (stereo not drawn)	-4	-1.6	0	-7	7	9	-10	-12	-3	1
COC(=O)c1ccc(CN2CCC(CO)(CCOc3ccccc3)CC2)cc1	-3	-0.6	0	-12	12	-3	-13	-10	-3	-2
O=C(Cn1nnc(-c2ccccc2)n1)N1CCN(c2ccc(F)cc2)CC1	2	-0.7	-1	0	0	-2	-9	-2	1	-2
O=C(NCC(c1cccs1)N1CCOCC1)c1ccccc1NS(=O)(=O)c1ccc(Br)cc1 (stereo not drawn)	-16	0.6	-3	11	-11	8	-13	3	0	0
Cc1ccc(S(=O)(=O)Nc2ccc(NC(=O)Nc3ccc(F)cc3F)cc2)cc1	-3	0.3	nt	3	-3	-1	17	20*	0	2
COc1cc(OC)cc(C(=O)NCC2CCCN(C(=O)c3csc(C)n3)C2)c1 (stereo not drawn)	1	-0.3	3	-1	1	-3	9	-5	-4	-3
Cn1c(-c2ccc3c(c2)OCO3)cnc1NCc1ccc(Cl)cc1	6	-0.2	-4	-36	36	-2	-8	-11	2	-3
CCOC(=O)c1c(C)c(C(=O)NCc2ccccn2)c(C)n1CC	-3	0.9	-1	3	-3	14	-15	-5	2	9
CCN(CC)CCN1C(=O)C2C(C(=O)Nc3cccc(SC)c3)C3C=CC2(O3)C1C(=O)NC1CCCC(C)C1C (stereo not drawn)	13	0.2	-1	nt	nt	13	-5	-2	2	2
CN(C)CCCNc1nc(-c2ccc(Cl)cc2)nc2ccccc12	nt	0.7	0	-34	34	-4	-15	-33	-5	7
Cc1ccc(NS(=O)(=O)c2ccc(CCC(=O)NCCO)cc2)cc1	-1	1.1	nt	0	0	10	10	-4	4	0
CCCCC1(COC(=O)CCC(=O)O)C(=O)N(c2ccccc2)N(c2ccccc2)C1=O	26	0.4	-2	-14	14	-11	2	9	1	-4
COc1ccc(CN2C(=NC(=O)COc3ccccc3)SC3CS(=O)(=O)CC32)cc1 (stereo not drawn)	10	-0.2	-2	-14	14	-10	-6	12	-1	8
COc1ccccc1C(=O)Nc1ccc2c(c1)nc1n2CCSC1	nt	-1.5	29	45	-45	5	-1	-2	-1	9

Compound activity deposited in PubChem by several laboratories.

No enrichment for hits; about 4.4% have a hit in one of these screens.
